OX1R antag-1: OX1R (HCRTR1) antagonists, primary screen, fluorescence, CHO/OX1R cells, Fluo-8 calcium, orexin A | Orexin/Hypocretin receptor type 1 (Homo sapiens), O43613 | inhibition, % at 5 µM | actives 0.43% (n = 330,000) | AID 434989, 2010 | Fluo-8 calcium fluorescence;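 active = inhibition above its plate's threshold, mean inhibition of all tested compounds on the plate plus 3 SD, cut at about 37% in these data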;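 also: 0% = orexin A challenge wells and 100% = SB-334867-A antagonist wells; not every result past the cut was called active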
Target sequence (O43613 whole entry, looked up): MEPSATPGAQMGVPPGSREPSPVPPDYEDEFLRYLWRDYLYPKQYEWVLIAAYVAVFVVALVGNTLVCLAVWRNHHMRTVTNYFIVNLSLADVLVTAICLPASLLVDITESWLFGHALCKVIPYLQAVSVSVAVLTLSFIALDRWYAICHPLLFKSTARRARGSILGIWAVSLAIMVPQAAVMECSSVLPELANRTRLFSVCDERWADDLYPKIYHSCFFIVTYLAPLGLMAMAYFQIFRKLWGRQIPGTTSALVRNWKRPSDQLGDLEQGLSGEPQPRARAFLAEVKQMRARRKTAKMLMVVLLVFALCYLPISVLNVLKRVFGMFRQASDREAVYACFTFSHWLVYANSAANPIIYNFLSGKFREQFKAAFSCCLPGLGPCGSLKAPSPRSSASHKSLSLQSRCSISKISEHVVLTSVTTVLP
OX1R antag-2: antagonists of human orexin 1 receptor (OX1R); Orexin/Hypocretin receptor type 1 (Homo sapiens), O43613; OX1R-expressing cells, FRET antagonist read-out; inhibition, % at 6.6 µM; actives 1.8% (n = 330,000); AID 485270, 2010; in the data active = inhibition mostly above about 38%, no sharp cut-off; inactive = mostly below about 40%;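 also: 0% = agonist challenge alone and 100% = reference antagonist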
Starred values were filed as active, the others as inactive; & = joins results of further samples.

No.	Structure	OX1R antag-1	OX1R antag-2
1	COc1ccc(S(=O)(=O)N2CCN(C(=O)c3c(-c4ccccc4)noc3C)CC2)cc1	-20.9	22.0
2	Cc1c(NC(=O)c2cccs2)cccc1-c1nc2ccccc2s1	4.4	-11.8
3	CS(=O)(=O)N(Cc1nc2sc3c(c2c(=O)[nH]1)CCCC3)C1CCCCC1	-14.9	11.3
4	CCCC(C)NS(=O)(=O)c1ccccc1 (centres undefined)	-20.5	13.0
5	CN(C)C(=O)Cn1cnc2c(cnn2-c2ccccc2Cl)c1=O	-16.6	5.5
6	O=C(/C=C/c1cccs1)Nc1nncs1	-7.7	16.2
7	C=CCSc1nc2sc3c(c2c(=O)n1-c1ccccc1)CCN(C)C3	-1.3	1.5
8	COc1cccc(C(=O)C2CCCN(Cc3cn(CC(N)=O)c4ccccc34)C2)c1 (centres undefined)	-13.5	37.2
9	O=[N+]([O-])c1ccc(SCCO)nc1SCCO	-13.7	40.0
10	Cc1cc(C)c(C(=O)COC(=O)c2c(C)noc2C)cc1C	-29.8	9.9
11	CCOc1ccccc1Oc1c(C)oc2cc(OC(=O)c3ccco3)ccc2c1=O	-16.0	8.2
12	O=C(Nc1cccc(Cl)c1)Nc1ccc(Br)cc1F	15.2	82.5*

Other records
No.	Structure	OX1R antag-1	OX1R antag-2
13	CN(C(=O)c1cccc(NC(=O)Cc2ccccc2)c1)c1ccccc1	-21.0	9.9
14	O=C(COc1ccc(Br)cc1)N(Cc1ccco1)C1CCS(=O)(=O)C1 (centres undefined)	-9.9	4.6
15	Cc1nn(C(=O)c2cc3sccc3[nH]2)c(C)c1C	-17.4	28.5
16	CCCc1cc(=O)[nH]c(SCC(=O)Nc2nonc2C)n1	-4.9	22.9
17	CN1CCN(C(=O)CCN2C(=O)/C(=C\c3ccc(Cl)cc3)SC2=S)CC1	-13.1	9.7
18	Cc1ccc2[nH]c(=O)c(-c3noc(C(C)C)n3)cc2c1	-14.8	13.5
19	O=C(/C=C/c1ccc(Cl)cc1)N1CCN(c2c(Cl)cccc2[N+](=O)[O-])CC1	-19.9	19.5
20	COc1ccc(/C=C/C(=O)NNc2cc(=O)n(C)c(=O)n2C)cc1OC	-4.1	21.2
21	Cc1ccc(OCCn2c(=S)[nH]c3ccccc32)c(C(C)C)c1	-26.5	26.1
22	CC(=O)[C@H]1CC[C@H]2[C@@H]3C=CC4=CC(=O)CC[C@@]4(C)[C@@H]3CC[C@]12C	-26.7	18.8
23	CCOc1ccc(N2C(=O)CC(NCCc3ccc(S(N)(=O)=O)cc3)C2=O)cc1 (centres undefined)	-6.3	18.4
24	C=CCN(CC=C)C(=O)c1cc(Cl)ccc1[N+](=O)[O-]	-10.8	16.1

(list continues)
No.	Structure	OX1R antag-1	OX1R antag-2
25	Cc1cc(C)cc(NC(=O)N2CCCN(c3c(Cl)cncc3Cl)CC2)c1	-6.2	5.3
26	O=C1c2ccccc2C(=O)N1OCc1ccccc1[N+](=O)[O-]	-4.0	12.7
27	COc1ccc2cc(C(=O)C3CCCN(Cc4cccc(C)n4)C3)ccc2c1 (centres undefined)	-39.6	31.4
28	COc1ccc(-c2nnn(CC(=O)N(CC(=O)NC3CCCC3)c3cccc(C)c3)n2)cc1OC	-13.4	12.3
29	CCCSc1nnc(CSc2nc(C)cc(C)n2)n1C	-20.3	13.4
30	CC1CCCN(C(=O)C2CCN(S(=O)(=O)c3cccc4nonc34)CC2)C1 (centres undefined)	2.3	20.0
31	O=C(NCc1ccccc1)C1=C[C@H](c2coc3ccccc3c2=O)C[C@H](OCc2ccc(CO)cc2)O1	-39.1	6.3
32	COc1ccc(S(=O)(=O)N2CCC(C(=O)NCCCN3CCOCC3)CC2)cc1	-24.2	-4.0
33	COc1ccccc1C(=O)NC(CCSC)C(=O)NCC(c1cccs1)N1CCOCC1 (centres undefined)	-22.8	13.2
34	COc1ccc(NC(=O)c2cc3c(CO)cnc(C)c3oc2=Nc2cccc(F)c2)c(OC)c1	-19.8	21.3
35	Cc1nnc2c(NC3CCCCC3)nc3ccccc3n12	-19.3	6.8
36	CS(=O)(=O)NNC(=O)CN1C(=O)C2C3C=CC(C3)C2C1=O (centres undefined)	-18.3	-18.2

Next section:
No.	Structure	OX1R antag-1	OX1R antag-2
37	CCCCCCCCCCCCCCCC[n+]1cccc(C(=O)N(CC)CC)c1	42.5	25.9
38	Cc1c(C(=O)OCC(=O)N(C)Cc2ccccc2)oc2ccccc12	25.9	60.2*
39	O=C(CSc1nc2scc(-c3ccco3)c2c(=O)n1-c1ccccc1)N1CCOCC1	-12.5	7.3
40	O=C(COC(=O)c1ccc([N+](=O)[O-])o1)NC12CC3CC(CC(C3)C1)C2	-17.3	23.2
41	CC(C)P(=O)(Cc1cccc(C#N)c1)C(C)C	-12.9	14.8
42	Cc1cc(NS(=O)(=O)c2ccc(-c3ccccc3)cc2)no1	-14.2	7.2
43	O=C(NCc1ccco1)c1ccc(CS(=O)(=O)c2cccc(C(F)(F)F)c2)o1	-0.2	11.8
44	O=C(CN(C(=O)CCC(=O)Nc1nccs1)c1ccc(F)cc1)NCC1CCCO1 (centres undefined)	-17.1	0.7
45	N=c1c(C(=O)NCc2ccc3c(c2)OCO3)cc2c(=O)n3ccccc3nc2n1Cc1cccnc1	-12.8	28.5
46	COc1cc(NC(=O)CCc2c(C)noc2C)c(Cl)cc1C(=O)O	-5.3	14.5
47	COc1ccc(CN2CC(C(=O)NCCN3CCN(c4ccccc4F)CC3)CC2=O)cc1 (centres undefined)	-38.0	20.5
48	CN(Cc1ccco1)S(=O)(=O)c1nnc(NC(=O)c2cccc(Cl)c2)s1	-3.6	27.5

The results go on:
No.	Structure	OX1R antag-1	OX1R antag-2
49	CC1(C)CC(=O)c2sc(NC(=O)c3cccs3)nc2C1	-5.6	14.6
50	Cc1cc(Cl)ccc1C(=O)C1CCCN(C(=O)c2cnsn2)C1 (centres undefined)	-30.7	16.6
51	CCOC(=O)C1CCN(c2c(NC3CCCCCCC3)c(=O)c2=O)CC1	-3.4	9.0
52	Cc1csc(NC(=O)c2ccoc2C)n1	-17.2	9.4
53	Cn1c(=O)oc2cc(S(=O)(=O)NCCC(=O)NC3CCCC3)ccc21	-5.8	5.1
54	CC1(C)NC(=O)N(CC(O)CN(c2ccccc2)S(=O)(=O)c2ccccc2[N+](=O)[O-])C1=O (centres undefined)	-21.2	10.6
55	COc1ccc(-c2[nH]c(-c3cccc(OC)c3)nc2SCC(=O)NC2CCCC2)cc1	-40.4	11.7
56	Cc1cc(C)c(S(=O)(=O)N2CCN(C(=O)CCn3nc(C)c(C)c3C)CC2)c(C)c1	-10.8	5.2
57	N#Cc1ccccc1OCC(=O)N(C1CCCCC1)C1CCS(=O)(=O)C1 (centres undefined)	-8.2	15.3
58	Cc1ccccc1NN=Nc1nc2c([nH]1)c(=O)n(C)c(=O)n2C	-2.2	6.9
59	Cc1ccccc1C(=O)NC(NCC1CCCO1)C(Cl)(Cl)Cl (centres undefined)	-5.6	15.4
60	CS(=O)(=O)N(CC(=O)NCCSCc1cccc(Cl)c1)c1ccc(F)cc1	-4.8	5.7

Following part:
No.	Structure	OX1R antag-1	OX1R antag-2
61	Cc1ccc(S(=O)(=O)NCC(=O)N2CCOCC2)cc1	-8.7	6.5
62	C[C@]12C=CC(=O)C=C1CC[C@@H]1[C@@H]2C(=O)C[C@@]2(C)[C@H]1CC[C@]2(O)C(=O)CO	-16.2&1.2	1.0&23.9
63	CCOc1ccc(NC(=O)CN2CCN(c3ccc(F)cc3)CC2)cc1	-21.6	14.9
64	Cc1cc(C)n(CCNC(=O)c2cc(COc3ccc4ncccc4c3)on2)n1	-18.3	24.4
65	C=CCNC(=S)Nc1ccc2nc(C)oc2c1	-7.2	10.0
66	Nc1nc2ccc(-c3nc4ccccc4o3)cc2s1	71.6*	97.3*
67	CCCC(=O)Nc1nc2nc(-c3ccccc3)cc(-c3ccccc3)n2n1	-27.0	25.5
68	Cn1c(=O)c2c(nc(N3CCN(C(=O)c4ccco4)CC3)n2CCSc2ncccn2)n(C)c1=O	3.0	28.4
69	Cc1nc(C)c(C(=O)O)c(-c2ccsc2)c1C(=O)O	-12.2	2.5
70	N#Cc1c(N2CCOCC2)nsc1-c1ccc(C(F)(F)F)cc1	-7.7	0.1
71	CCOc1ccc(Cl)cc1/C=N/NC(N)=O	0.9	12.1
72	COC(C/C=C\C(=O)[C@@H](C)OCc1ccccc1)OC	-8.2	7.8

Carrying on:
No.	Structure	OX1R antag-1	OX1R antag-2
73	C/C(O)=C(/C=NCC(=O)O)C(=O)Nc1nccs1	4.9	7.5
74	N#CCCN(CCC#N)S(=O)(=O)c1ccc(C(=O)Nc2nnc(C3=COCCO3)o2)cc1	-2.3	2.5
75	Cc1ccccc1NC(=O)Nc1cc(S(N)(=O)=O)ccc1C	-2.2	11.7
76	CCOC(=O)c1cnn(-c2cc(C)nc3c(-c4ccccc4)cnn23)c1N	-13.6	14.3
77	CNC(=O)CSc1nnc(-c2ccco2)n1-c1cccc(C)c1	-13.6	17.9
78	O=C(C[C@@H]1C/C=C\CC[C@H](Cc2ccc(F)cc2)C(=O)OC[C@@H]2CCCN2C1=O)N[C@H](CO)Cc1ccccc1	15.7	8.3
79	COC(=O)c1oc2ccccc2c1-n1cccc1	-12.4	11.2
80	CCOC(=O)Cn1c(S(=O)(=O)Cc2cccc(F)c2)nc(-c2ccccc2)c1-c1ccccc1	-6.3	7.1
81	Cc1nc2ccc(C(C(F)(F)F)(C(F)(F)F)C(F)(F)F)cc2[nH]1	-6.1	37.3
82	CC(C)c1ccc(S(=O)(=O)N2CCC(C(=O)NCC3(N(C)C)CCCCC3)CC2)cc1	-25.4	15.2
83	CC1CCN(Cc2c(C(=O)O)nnn2-c2nonc2N)CC1	-30.2	11.4
84	c1ccc(OCc2nn3c(Cn4cnc5ccccc54)nnc3s2)cc1	-9.6	4.8

Next compounds follow.
No.	Structure	OX1R antag-1	OX1R antag-2
85	CCCCCCCCCn1cc(C(C)=O)c(=O)[nH]c1=O	8.4	15.9
86	Cn1c(N)c(C(=O)COC(=O)C23CC4CC(CC(C4)C2)C3)c(=O)n(C)c1=O	-4.8	19.9
87	O=C(O)COc1ccc(/C=N/n2cnc3scc(-c4cccs4)c3c2=O)cc1	0.5	4.9
88	CCOc1ccc(Br)cc1S(=O)(=O)Nc1ccccc1N1CCOCC1	-21.3	9.6
89	C=CCC1(CC=C)CCCN1C(=O)C1CCC(=O)N(CCc2ccc(Cl)cc2)C1 (centres undefined)	-21.8	11.6
90	CCN(CC)CC(O)CN1c2ccccc2Sc2ccccc21 (centres undefined)	-29.6	-1.4
91	O=C(CNC(=O)c1ccccc1F)NCc1ccncc1	-8.6	6.0
92	COc1cc(CCC(=O)OCC(=O)Nc2ccc(F)cc2F)cc(OC)c1OC	-33.3	2.4
93	COc1ccccc1CN(C)C(=O)c1ccc(COc2ccccc2)cc1	-18.2	25.3
94	CCCn1c(=O)[nH]c(=O)c2c1nc(-c1ccc(OC(F)F)c(OC)c1)n2CCOC	-22.3	16.8
95	C(=C\CSc1ncn[nH]1)/CSc1ncn[nH]1	-1.8	14.5
96	O=C(NCCc1ccccc1)C1CCN(S(=O)(=O)c2ccc(-c3nn[nH]n3)cc2)CC1	-12.9	11.0

From compound 76 to 94, copied from above:
No.	Structure	OX1R antag-1	OX1R antag-2
76	CCOC(=O)c1cnn(-c2cc(C)nc3c(-c4ccccc4)cnn23)c1N	-13.6	14.3
77	CNC(=O)CSc1nnc(-c2ccco2)n1-c1cccc(C)c1	-13.6	17.9
78	O=C(C[C@@H]1C/C=C\CC[C@H](Cc2ccc(F)cc2)C(=O)OC[C@@H]2CCCN2C1=O)N[C@H](CO)Cc1ccccc1	15.7	8.3
79	COC(=O)c1oc2ccccc2c1-n1cccc1	-12.4	11.2
80	CCOC(=O)Cn1c(S(=O)(=O)Cc2cccc(F)c2)nc(-c2ccccc2)c1-c1ccccc1	-6.3	7.1
81	Cc1nc2ccc(C(C(F)(F)F)(C(F)(F)F)C(F)(F)F)cc2[nH]1	-6.1	37.3
82	CC(C)c1ccc(S(=O)(=O)N2CCC(C(=O)NCC3(N(C)C)CCCCC3)CC2)cc1	-25.4	15.2
83	CC1CCN(Cc2c(C(=O)O)nnn2-c2nonc2N)CC1	-30.2	11.4
84	c1ccc(OCc2nn3c(Cn4cnc5ccccc54)nnc3s2)cc1	-9.6	4.8
85	CCCCCCCCCn1cc(C(C)=O)c(=O)[nH]c1=O	8.4	15.9
86	Cn1c(N)c(C(=O)COC(=O)C23CC4CC(CC(C4)C2)C3)c(=O)n(C)c1=O	-4.8	19.9
87	O=C(O)COc1ccc(/C=N/n2cnc3scc(-c4cccs4)c3c2=O)cc1	0.5	4.9
88	CCOc1ccc(Br)cc1S(=O)(=O)Nc1ccccc1N1CCOCC1	-21.3	9.6
89	C=CCC1(CC=C)CCCN1C(=O)C1CCC(=O)N(CCc2ccc(Cl)cc2)C1 (centres undefined)	-21.8	11.6
90	CCN(CC)CC(O)CN1c2ccccc2Sc2ccccc21 (centres undefined)	-29.6	-1.4
91	O=C(CNC(=O)c1ccccc1F)NCc1ccncc1	-8.6	6.0
92	COc1cc(CCC(=O)OCC(=O)Nc2ccc(F)cc2F)cc(OC)c1OC	-33.3	2.4
93	COc1ccccc1CN(C)C(=O)c1ccc(COc2ccccc2)cc1	-18.2	25.3
94	CCCn1c(=O)[nH]c(=O)c2c1nc(-c1ccc(OC(F)F)c(OC)c1)n2CCOC	-22.3	16.8

Next section.
No.	Structure	OX1R antag-1	OX1R antag-2
97	CCOc1ccc(/C=C/C(=O)c2ccccc2)cc1OC	-19.8	22.2
98	Nc1nccnc1C(=O)OCC(=O)Nc1cccc(S(=O)(=O)N2CCCCC2)c1	-25.0	6.0
99	CC(C)(O)C#Cc1ccc(CN2CCN(Cc3ccsc3)C(CCO)C2)cc1 (centres undefined)	-31.4	12.8
100	O=C(CSc1ccccc1[N+](=O)[O-])NC1CCS(=O)(=O)C1 (centres undefined)	-7.6	26.8
101	CCC(CC)c1nc2ccccc2c(=O)[nH]1	-11.7	4.8

Compounds as they come. Share with any hit: about 2.1%.
